BH1578 lux ind – induces V. cholerae light production without autoinducers; V. cholerae BH1578 lux reporter, luminescence, 6 h; activation, % at 18.7 µM; 350,000 tested, 0.16% active; AID 588436; in the data active = activation mostly above about 9.7%, no sharp cut-off; also: not every result past the cut was called active; inactives centre near 0; reference of the scale not given here
3CLpro inhibitor – SARS-CoV 3CLpro protease inhibition | P0C6X7 | inhibition, % at 6 µM | 290,000 tested, 0.14% active | recombinant SARS-CoV 3CLpro, quenched FRET peptide cleavage; in the data active = inhibition above about 12%
TcdB inh – inhibitors of Clostridioides difficile toxin B glycohydrolase; inhibition, % at 9.99 µM; TcdB glycohydrolase enzymatic assay, plate reader; 350,000 tested, 0.24% active; P18177; in the data active = inhibition above about 10%
Rv3671c inh – inhibitors of M. tuberculosis serine protease Rv3671c; P9WHR9; inhibition, % at 5.96 µM; 320,000 tested, 0.048% active; in the data active = inhibition above about 38%;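 also: extracellular domain of Rv3671c used as enzyme; 0% = enzyme with DMSO and 100% = no enzyme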
Target sequence (P9WHR9 whole entry, looked up, the tested form may be a part): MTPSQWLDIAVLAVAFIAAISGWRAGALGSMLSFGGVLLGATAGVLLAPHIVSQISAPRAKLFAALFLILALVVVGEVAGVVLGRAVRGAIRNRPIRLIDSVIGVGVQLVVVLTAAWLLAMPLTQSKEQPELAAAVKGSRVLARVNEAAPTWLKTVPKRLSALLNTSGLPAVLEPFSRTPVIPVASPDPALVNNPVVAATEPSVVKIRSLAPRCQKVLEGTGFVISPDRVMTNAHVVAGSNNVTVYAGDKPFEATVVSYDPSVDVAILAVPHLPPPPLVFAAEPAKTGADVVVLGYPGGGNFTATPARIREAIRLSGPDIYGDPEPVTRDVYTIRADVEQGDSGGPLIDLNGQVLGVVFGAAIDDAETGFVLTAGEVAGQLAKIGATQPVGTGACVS
MazEF act – activators of E. coli MazEF toxin-antitoxin RNase. P0AE70. 350,000 tested, 0.32% active. FAM/BHQ RNA-DNA oligo cleavage fluorescence, 5 h. activation, % at 20 µM; in the data active = activation above about 50%
Target sequence (P0AE70 whole entry, looked up): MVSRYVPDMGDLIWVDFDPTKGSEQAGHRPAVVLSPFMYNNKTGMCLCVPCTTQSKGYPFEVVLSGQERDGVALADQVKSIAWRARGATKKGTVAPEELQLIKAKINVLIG
Yp Topo-I inh – Y. pestis Topo-I inhibition via cleavage products | AID 504884 | activity, % at 10 µM | 360,000 tested, 0.064% active | Y. pestis Topo-I cleavage product accumulation, plate reader; in the data active = activity above about 50%, passing the limit was not always enough; also: inactives centre near 2
SSB-PriA inh – K. pneumoniae PriA-SSBct interaction inhibition; AlphaScreen SSBct-PriA binding, biotinylated peptide; inhibition, % at 33 µM; 430,000 tested, 0.6% active; in the data active = inhibition mostly above about 37%, no sharp cut-off; inactive = mostly below about 20%;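 also: plate controls were negative control peptide for no effect and reference peptide for full effect; strong numbers were not always called active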
PrPC TRFRET – reduces human prion protein on the cell surface. inhibition, % at 13.8 µM. cell surface PrPC, TR-FRET read-out. 370,000 tested, 0.43% active. AID 720596. P04156; in the data active = inhibition above about 24%; also: 0% = median of the test wells and 100% = reference compound wells
CCHFV vOTU inh – blocks the CCHF virus ovarian tumor domain protease; inhibition, % at 11.5 µM; 370,000 tested, 0.55% active; CCHFV vOTU protease, Pep-AMC fluorescence; AID 651958; in the data active = inhibition above about 30%; also: 0% = vehicle wells with enzyme and 100% = no enzyme wells
VHR inh abs – blocks human VHR1 dual specificity phosphatase. 290,000 tested, 0.52% active. AID 1654. recombinant VHR phosphatase, pNPP absorbance. P51452. inhibition, % at 13.3 µM; in the data active = inhibition above about 50%; also: some compounds called inactive have numbers as strong as hits
Target sequence (P51452 whole entry, looked up): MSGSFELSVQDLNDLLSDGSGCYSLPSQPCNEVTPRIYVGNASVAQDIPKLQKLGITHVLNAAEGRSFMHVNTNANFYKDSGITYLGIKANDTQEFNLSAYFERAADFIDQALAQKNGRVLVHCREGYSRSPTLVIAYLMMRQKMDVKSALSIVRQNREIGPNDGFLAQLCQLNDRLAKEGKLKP
Starred values were filed as active, the others as inactive; i = inactive; / = not tested or not shown; & = joins results of further samples. Some of the compounds tested, so the mix of outcomes need not match the whole.

SMILES | BH1578 lux ind | 3CLpro inhibitor | TcdB inh | Rv3671c inh | MazEF act | Yp Topo-I inh | SSB-PriA inh | PrPC TRFRET | CCHFV vOTU inh | VHR inh abs
Cc1ccc(S(=O)(=O)NC(N)=NCCc2ccc(Cl)cc2)cc1C | i | 1 | / | -6 | 3 | -6 | -13 | 1 | 4 | -10
CCOc1ccc(N2CC(C(=O)Nc3ccc4c(c3)OCO4)CC2=O)cc1 (stereo unspecified) | -0.4 | 2 | 0.5 | -3 | 5 | 4 | -6 | 2 | -14 | -14
COc1ccc(S(=O)(=O)NC(=O)C2(C)CCN2C(=O)Cc2ccccc2)cc1OC (stereo unspecified) | -0.1 | / | 0.3 | / | / | 2 | / | -4 | -4 | /
Cc1cc(C)cc(N(C(=O)c2snc(C(N)=O)c2N)C(C(=O)NCC2CCCO2)c2ccc(C)o2)c1 (stereo unspecified) | -0.1 | 0 | 0.0 | 3 | -2 | 23 | -15 | 4 | -11 | 16
O=C1C2C3c4ccccc4C(c4ccccc43)C2c2nc3ccccc3n21 (stereo unspecified) | -12 | 7 | / | 3 | 4 | 9 | -11 | 5 | -4 | -4
CC(C)(C)NC(=O)NCCc1ccccc1 | -0.2 | 3 | 2.3 | 2 | 4 | 0 | -13 | -1 | -4 | 16
CCCS(=O)(=O)N1CCC(C(=O)Oc2ccc(OC)cc2)CC1 | i | 2 | 0.5 | 3 | 4 | 3 | 1 | 10 | 3 | 2
COc1ccc(N(CC(=O)NC2CCCCCC2)S(=O)(=O)c2c(C)nn(C)c2C)cc1 | -0.3 | -2 | / | -2 | -8 | 6 | -4 | -4 | -4 | 21
O=S(=O)(NC1CCCCCCC1)OCC(Cl)(Cl)Cl | i | -3 | 1.5 | 2 | 9 | 1 | -38 | 9 | 9 | 5
CCNC(=S)NNC(=O)c1cc(Br)cs1 | i | 5 | -0.9 | -3 | 8 | 3 | 3 | 2 | 7 | 6
C[C@H](CO)N1C[C@H](C)[C@@H](CN(C)Cc2ccc3c(c2)OCO3)Oc2c(NS(=O)(=O)c3cn(C)cn3)cccc2C1=O | -1.0 | / | 0.7&0.9 | 2 | 3 | 5 | 4 | -6 | -1 | /
COc1ccc(NC(=O)c2cccc3c2C(=O)N(CC2CCCO2)C3)cc1OC (stereo unspecified) | -0.2 | -1 | / | 4 | 10 | 12 | 3 | / | / | 13
CCCN1C2CCCC1CC(NC(=S)NCCCOCC)C2 (stereo unspecified) | -0.1 | 3 | 0.0 | -10 | -23 | 1 | -6 | -8 | -8 | 8
c1cc2c(cc1C1CCCN1)OCCCO2 (stereo unspecified) | -5.9 | 9 | / | -1 | -2 | 4 | -9 | -6 | 3 | -2
S=c1[nH]nc(-c2ccc3ccccc3n2)n1-c1ccccc1Cl | -2.1 | 2 | 1.6 | -4 | 3 | -5 | -16 | 11 | -4 | -8
CN(C)c1ccc(NC(=O)CSc2nc(C3CC3)nc3ccccc23)cc1 | -0.9 | -1 | 1.3 | 9 | 8 | -4 | -1 | 2 | 4 | 20
CC(C)OC(=O)N(C)C[C@@H]1OCc2cnnn2CCCC(=O)N([C@H](C)CO)C[C@H]1C | i | / | -9.5&0.1&-1.7 | / | 14 | 2 | / | 3 | 1 | /
CC1CCN(S(=O)(=O)c2ccc3ccccc3c2)CC1 | -2.6 | -1 | / | -7 | -8 | 22 | 4 | 5 | 1 | 13
COc1ccc(/C=C/c2nc(S(=O)(=O)c3ccccc3)c(N(C)C)o2)cc1 | -0.4 | 4 | -0.7 | 0 | -9 | 4 | 0 | 2 | 10 | -5
COc1ccc(-c2oc3cc(O)c(OC)c(O)c3c(=O)c2OC)cc1 | -0.5 | / | 0.4 | -1 | 14 | -1 | 10 | -16 | 8 | 14
Cc1ccc(S(=O)(=O)N(C)CC(=O)Nc2ccc(C)cn2)cc1 | -10 | / | 0.8 | 6 | 1 | -9 | -7 | -4 | -1 | /
COc1ccc(C(O)c2nc(-c3cc(F)cc(F)c3)cs2)cc1 (stereo unspecified) | i | / | 0.5 | / | / | 3 | / | 7 | 2 | /
COc1ccc(NC(=O)C2CCC(=O)N2)cc1 (stereo unspecified) | -1.2 | -2 | / | 1 | -5 | 0 | 5 | 2 | 1 | 22
CN(C)c1ccc(CC(=O)N2CCCC(c3cc(C(=O)Nc4ccccc4)no3)C2)cc1 (stereo unspecified) | 2.5 | / | -1.1 | / | / | -1 | / | 3 | -9 | /
Cc1ccc2oc(C(=O)N3CCN(Cc4ncccc4C)CC3)c(C)c2c1 | i | -1 | 2.0 | -8 | -1 | 15 | 8 | -2 | 18 | -5
CCOCCCNC(=O)c1c(C)[nH]c(C(=O)OCC)c1C | -2.0 | 4 | / | 2 | -1 | 11 | 5 | 2 | -5 | 0
O=C(CNC(=O)c1ccc(N2CCCC2=O)cc1)Nc1ccc(F)c(F)c1F | 2.2 | / | 0.9 | 8 | 3 | 3 | -7 | 5 | -14 | /
O=C(COc1ccccc1Cl)Nc1ccc(S(=O)(=O)N2CCOCC2)cc1 | i | -2 | 2.2 | -5 | 4 | 30 | -11 | 1 | 7 | 22
O=C(Cc1cccc(NC(=O)C2CCN(C(=O)C3CCC3)CC2)c1)Nc1cccc(C(=O)N2CCOCC2)c1 | i | / | 0.2 | / | 4 | 2 | -9 | 11 | 7 | /
C[C@H](CO)N1C[C@H](C)[C@@H](CN(C)C(=O)CN2CCOCC2)Oc2ncc(-c3cncnc3)cc2C1=O | i | / | 0.5&-0.6&2.2 | / | 8 | 11 | / | -4 | 1 | /
COCCNS(=O)(=O)c1ccc2c(c1)Cc1cc(S(=O)(=O)NCCOC)ccc1-2 | i | -3 | 0.4 | 3 | 6 | 0 | -2 | -1 | 0 | 13
O=C(CSc1cn(CCNC(=O)c2ccc3ccccc3c2)c2ccccc12)NCc1ccco1 | -0.6 | -5 | 0.8 | -24 | 2 | -7 | 12 | 3 | 10 | 36
CC(C)NC(=O)CC(=O)N/N=C/c1ccccc1F | -0.5 | 2 | / | -7 | 2 | -5 | / | -5 | -10 | 19
C=CCN1CCN(C(=O)CSc2ccccc2)CC1 | 0.7 | -2 | 1.4 | 8 | 10 | 2 | -9 | -1 | -6 | 57*
COC(=O)c1ccc(CSc2nc3ccccc3c(=O)n2-c2ccc(OC)c(OC)c2)o1 | 12 | -1 | / | -6 | 0 | 11 | 2 | -6 | 16 | -8
c1ccc(-c2csc3ncnc(-n4cnc5ccccc54)c23)cc1 | -0.5 | -4 | / | -6 | 6 | 1 | 2 | -5 | 11 | 17
COc1cccc(NC2=NCCCCC2)c1 | -3.1 | 0 | 0.4 | 12 | 8 | 12 | -9 | 3 | 11 | 6
CCC(C)NC(=O)CNC(=S)N(Cc1ccc(F)cc1)C1CCCCC1 (stereo unspecified) | i | 3 | 0.0 | 1 | 3 | 3 | -12 | 2 | 15 | 13
O=C(NCCCn1ccnc1)Nc1ccc(Cl)c(Cl)c1 | / | -1 | / | -2 | 0 | 2 | 76* | 3 | 2 | 27
CCC(C)(C)n1nnnc1C(c1ccc2ncccc2c1)N1CCCC(C)C1 (stereo unspecified) | -5.0 | 1 | / | 0 | 4 | 29 | 12 | -4 | 0 | 31
O=C(NCc1cccnc1)c1ccc(Cl)c(S(=O)(=O)N2CCCCCC2)c1 | -0.3 | -3 | 0.6 | 1 | 5 | -11 | -19 | 6 | -8 | 14
CCCOc1ccc(C(=O)Nc2ccc3c(c2)OCO3)cc1 | i | -1 | -0.3 | -5 | 13 | 14 | -20 | 22 | -4 | 30
Cc1cccc2c1NC(=O)C21OCC(CO)([N+](=O)[O-])CO1 (stereo unspecified) | -6.2 | -1 | -1.4 | -1 | 4 | 4 | -10 | 0 | -6 | 16
CCOCc1cnc(C)nc1NCC(=O)c1c(C)[nH]c2ccccc12 | i | 2 | / | -5 | 2 | -1 | -11 | -5 | 0 | 24
O=C(NCc1nnc(SCc2ccccc2)n1-c1ccccc1)C12CC3CC(CC(C3)C1)C2 | -0.4 | 2 | 2.0 | 2 | -4 | 15 | 3 | -5 | 10 | 3
Cc1ccc(CNC(=O)C2CNc3cc(C)ccc3O2)cc1 (stereo unspecified) | 0.4 | -2 | / | 1 | -15 | 5 | 7 | -2 | -22 | 25
COc1cc2c(C#Cc3cccnc3)c(-c3ccsc3)oc(=O)c2cc1OC | 0.0 | / | 2.0 | -8 | 16 | -20 | 3 | 5 | -9 | /
COC(=O)C1(C(F)(F)F)N=C(C(F)(F)F)Nc2ccc(Cl)cc21 (stereo unspecified) | -0.1 | -7 | / | -3 | 14 | -2 | -13 | 7 | 5 | 23
COc1ccc(C(=O)Nc2ccc(CN3CCS(=O)(=O)CC3)cc2)cc1 | -0.6 | 2 | 0.2 | -3 | -4 | -1 | 2 | 5 | 1 | -2
COc1ccc(C(CC(=O)NC(C)c2ccc(-c3ccccc3)cc2)NC(C)=O)cc1 (stereo unspecified) | -2.6 | -2 | 1.1 | 3 | -24 | -3 | -4 | 6 | 5 | 6
NC(=S)N=Nc1c(O)[nH]c2cc(F)c(F)cc12 | -0.3 | -4 | / | 3 | 5 | -4 | 1 | -36 | 14 | 12
COc1ccc(S(=O)(=O)n2nc(OC(=O)c3cccs3)cc2N)cc1 | -0.3 | 0 | / | 7 | 0 | 5 | -10 | 1 | 4 | 33
O=C(/C=C/c1c(Cl)nc2ccccn12)N1CCCCC1 | -0.3 | 2 | 2.2 | 7 | -1 | 0 | -15 | -10 | 24 | 4

Laid out differently: results already given.
> COc1ccc(C(CC(=O)NC(C)c2ccc(-c3ccccc3)cc2)NC(C)=O)cc1 (stereo unspecified)
  BH1578 lux ind = -2.6
  3CLpro inhibitor = -2
  TcdB inh = 1.1
  Rv3671c inh = 3
  MazEF act = -24
  Yp Topo-I inh = -3
  SSB-PriA inh = -4
  PrPC TRFRET = 6
  CCHFV vOTU inh = 5
  VHR inh abs = 6
> COc1ccc(S(=O)(=O)n2nc(OC(=O)c3cccs3)cc2N)cc1
  BH1578 lux ind = -0.3
  3CLpro inhibitor = 0
  TcdB inh = /
  Rv3671c inh = 7
  MazEF act = 0
  Yp Topo-I inh = 5
  SSB-PriA inh = -10
  PrPC TRFRET = 1
  CCHFV vOTU inh = 4
  VHR inh abs = 33
> O=C(/C=C/c1c(Cl)nc2ccccn12)N1CCCCC1
  BH1578 lux ind = -0.3
  3CLpro inhibitor = 2
  TcdB inh = 2.2
  Rv3671c inh = 7
  MazEF act = -1
  Yp Topo-I inh = 0
  SSB-PriA inh = -15
  PrPC TRFRET = -10
  CCHFV vOTU inh = 24
  VHR inh abs = 4

An excerpt of these results, with tabs:
structure	BH1578 lux ind	3CLpro inhibitor	TcdB inh	Rv3671c inh	MazEF act	Yp Topo-I inh	SSB-PriA inh	PrPC TRFRET	CCHFV vOTU inh	VHR inh abs
COc1ccc(C(=O)Nc2ccc(CN3CCS(=O)(=O)CC3)cc2)cc1	-0.6	2	0.2	-3	-4	-1	2	5	1	-2
COc1ccc(C(CC(=O)NC(C)c2ccc(-c3ccccc3)cc2)NC(C)=O)cc1 (stereo unspecified)	-2.6	-2	1.1	3	-24	-3	-4	6	5	6
NC(=S)N=Nc1c(O)[nH]c2cc(F)c(F)cc12	-0.3	-4	/	3	5	-4	1	-36	14	12
COc1ccc(S(=O)(=O)n2nc(OC(=O)c3cccs3)cc2N)cc1	-0.3	0	/	7	0	5	-10	1	4	33

From PubChem BioAssay
